Source: PubChem BioAssay
All columns: NCI-60 one-dose screen, growth in % after 48 h at 10 µM unless noted; 100 = growth as untreated, 0 = no growth, -100 = all killed.
OVCAR-8 – OVCAR-8 ovarian cancer | 81,000 compounds, 4.4% hits
DU-145 – DU-145 prostate cancer; 81,000 compounds, 4.2% hits; AID 1794760
NCI/ADR-RES – NCI/ADR-RES ovarian cells; 81,000 compounds, 4.4% hits
SK-OV-3 – SK-OV-3 ovarian cancer cells; 80,000 compounds, 3.2% hits; AID 1794785
OVCAR-3 – OVCAR-3 ovarian cancer | 79,000 compounds, 7% hits
OVCAR-4 – OVCAR-4 ovarian cancer cells; 80,000 compounds, 3.7% hits; AID 1794784
Numbers without * were called inactive. Rule for the calls: active = growth percent below 10; inactive = the rest. An excerpt (hit frequency here may not be typical).

SMILES | OVCAR-8 | DU-145 | NCI/ADR-RES | SK-OV-3 | OVCAR-3 | OVCAR-4
CC[C@@H]1C(=O)OC[C@@H]1Cc1cncn1C | 103.4 | 107.3 | 107.2 | 106.6 | 118.4 | 106.0
